VLA-4 inh – inhibition in a human VLA-4 binding assay; VLA-4 expressing cells, ligand binding flow cytometry; actives 0.2% (n = 330,000); AID 2557; inhibition, % (about 7 µM as worked out from the volumes in the protocol); P13612; in the data active means inhibition above about 50%
MEP2 TOR yeast – yeast TOR pathway MEP2-GFP modulation | S. cerevisiae MEP2-GFP strain, flow cytometry GFP, 3 h; 100% = DMSO control level | GFP response vs DMSO, % at 10 µM | actives 0.51% (n = 330,000);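 active means GFP response versus DMSO above a set limit, roughly screen mean plus 3 SD, cut at about 180% in these data; inconclusive means fewer than 70 cells counted for a yeast strain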;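 further: median GFP fluorescence of the barcode-gated MEP2-GFP cells per well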
AGP1-GFP MLPCN – modulators of TOR pathway AGP1-GFP in S. cerevisiae; AID 2066; actives 0.02% (n = 320,000); GFP response vs DMSO, % at 10 µM; S. cerevisiae AGP1-GFP multiplex flow cytometry, 3 h; GFP as percent of DMSO wells;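 active means GFP response relative to DMSO above a set limit, near screen average plus 3 SD, cut at about 150% in these data; inconclusive means fewer than 70 cells counted for the yeast strain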;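 further: median GFP channel fluorescence of the gated AGP1 strain per well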
CIT2 TOR yeast – modulators of TOR pathway CIT2-GFP in S. cerevisiae; S. cerevisiae CIT2-GFP strain, flow cytometry, 3 h; 100 means same as DMSO wells; GFP response vs DMSO, % at 10 µM; actives 0.065% (n = 320,000);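 active means GFP response relative to DMSO above a set limit, near the screen mean plus 3 SD, cut at about 150% in these data; inconclusive means Fewer than 70 cells measured for a yeast strain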;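 further: ratio of well median GFP fluorescence to mean of DMSO wells on the plate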
GRK2 inh – blocks RNA aptamer binding to human GRK2; bead flow cytometry, FAM-aptamer displacement from GRK2; inhibition of aptamer binding, % at 10 µM; actives 0.59% (n = 330,000);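 active means inhibition of aptamer binding above 40%, roughly 3 SD of noise, on plates passing a quality check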;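 further: median bead fluorescence of bound FAM aptamer so fluorescent compounds give negative values; no value below 0 was filed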
Target sequence (P25098 whole entry, looked up): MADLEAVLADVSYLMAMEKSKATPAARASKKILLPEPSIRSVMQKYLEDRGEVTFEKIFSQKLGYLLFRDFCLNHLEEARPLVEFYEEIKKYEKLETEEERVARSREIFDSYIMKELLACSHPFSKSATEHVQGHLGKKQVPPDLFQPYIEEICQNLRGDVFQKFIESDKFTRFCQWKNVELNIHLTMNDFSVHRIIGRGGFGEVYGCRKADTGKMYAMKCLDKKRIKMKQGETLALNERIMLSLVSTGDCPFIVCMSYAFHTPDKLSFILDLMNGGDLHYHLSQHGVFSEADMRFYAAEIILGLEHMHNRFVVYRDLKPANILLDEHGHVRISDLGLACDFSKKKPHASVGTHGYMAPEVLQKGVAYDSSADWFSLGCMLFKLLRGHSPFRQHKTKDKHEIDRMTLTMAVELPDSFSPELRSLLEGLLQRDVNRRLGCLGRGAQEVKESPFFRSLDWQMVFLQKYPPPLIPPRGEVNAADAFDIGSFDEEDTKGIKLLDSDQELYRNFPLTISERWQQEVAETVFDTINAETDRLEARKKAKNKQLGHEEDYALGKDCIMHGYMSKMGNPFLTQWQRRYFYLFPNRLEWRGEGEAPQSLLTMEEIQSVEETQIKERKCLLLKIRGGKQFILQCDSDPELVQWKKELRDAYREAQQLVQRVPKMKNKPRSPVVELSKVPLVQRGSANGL
LAP4-GFP MLPCN – yeast TOR pathway LAP4-GFP modulation | S. cerevisiae LAP4-GFP multiplex, flow cytometry GFP, 3 h; median GFP as percent of DMSO wells | GFP response vs DMSO, % at 10 µM | actives 0.34% (n = 320,000) | AID 2023;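 active means GFP response vs DMSO above a set limit, about the screen mean plus 3 SD, cut at about 150% in these data; inconclusive means under 70 cell events counted for the yeast strain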
RPL19A-GFP yeast – modulators of TOR pathway RPL19A-GFP in S. cerevisiae; AID 2025; percent response vs DMSO, % at 10 µM; S. cerevisiae RPL19A-GFP strain, flow cytometry, 3 h; active compounds read low; actives 0.3% (n = 330,000);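 active means percent response vs DMSO below 50%; inconclusive means fewer than 70 events counted for the yeast strain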;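 further: median channel GFP fluorescence of the barcoded RPL19A-GFP strain; ratio of sample median GFP to plate DMSO average so 100% = DMSO; lower means less RPL19A-GFP as with rapamycin TOR inhibition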
CR mimetic SO – lowers age-related superoxide in aged yeast cells; S. cerevisiae aged cells, superoxide DHE fluorescence; active compounds read low; superoxide response (% of plate mean), % at 10 µM; actives 0.18% (n = 330,000); AID 2690;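 active means superoxide response under a set limit, about three screen SD below normal, cut at about 65% in these data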;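 further: yeast aged for seven days with compound at 30 °C before DHE staining; 100% = average MFI of all compound-treated wells on the plate with controls excluded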
Numbers without * were called inactive; u = inconclusive; x = no result given; [ ] = another dose, or the depositor's remark.

SMILES	VLA-4 inh	MEP2 TOR yeast	AGP1-GFP MLPCN	CIT2 TOR yeast	GRK2 inh	LAP4-GFP MLPCN	RPL19A-GFP yeast	CR mimetic SO
O=C(NCCC1=CCCCC1)c1ccc(F)c(S(=O)(=O)N2CCOCC2)c1	6	99	98	93	2	99	98	93
COc1ccc(CN2CCNC(=O)C2CC(=O)NCCc2nc(C)c(C)s2)c(OC)c1 (stereo unspecified)	6	104	105	100	0	101	101	101
CC(C)CCN1C(=O)c2ccc(C(=O)OCn3nnc4ccccc4c3=O)cc2C1=O	-1	94	96	96	3	99	97	101
COc1cc(/C=C2/SC(=S)N(c3c(C)n(C)n(-c4ccccc4)c3=O)C2=O)ccc1O	2	100	101	99	3	103	101	96
CCOc1ccc(S(=O)(=O)N2CCC(C(=O)NCCc3ccc(OC)c(OC)c3)CC2)cc1	8	105	103	110	0	99	102	122
CCC1=C(c2ccc(C)cc2)S(=O)(=O)N=C1N1CCC(C(=O)NCCCN2CCCCC2)CC1	19	110	107	113	0	93	105	90
CCOC(=O)C1=C(COC(=O)/C=C/c2cc(Br)ccc2F)NC(=O)NC1C (stereo unspecified)	0	99	107	111	0	103	100	95
CCCn1cc(C(=O)N(C)C2CCCN(Cc3ccccc3F)C2)c(C)n1 (stereo unspecified)	0	97	101	95	1	98	97	94
COc1ccc(/C=C/C(=O)OC2CCCN(C)C2)cc1 (stereo unspecified)	8	101	98	100	1	96	107	102
O=C1C(=O)N2C(=C1C(=O)N1CCCCCC1)c1ccccc1CC21CCCC1	0	92	105	95	0	99	99	117
O=C(CCCSc1nnc(-c2cccs2)n1CC1CCCO1)c1ccccc1 (stereo unspecified)	1	105	103	102	5	97	101	95
CN(c1nc2ccccc2n2c(-c3ccco3)nnc12)S(=O)(=O)c1ccccc1	7	114	102	107	0	96	100	105
COc1c2c(cc3ccc(=O)oc13)CCO2	0	94	90	102	15	82	95	103
Cc1nc(-c2ccc([N+](=O)[O-])cc2)nc2[nH]ccc(=O)c12	25	102	96	88	0	102	100	96
O=C(Nc1ccc(Cl)cn1)C1CCCN(c2ncnc3c2nc2n3CCCCC2)C1 (stereo unspecified)	-6	91	91	95	1	95	89	104
Cc1cc(C)n(C(=O)CNc2cccc(Cl)c2C)n1	6	110	101	106	0	105	101	98
COc1ccc(CNC(=O)c2ccc(Br)o2)cc1	-11	99	99	98	0	114	113	107
NC(=O)c1cccnc1OCC(F)(F)F	32	101	108	105	2	110	99	105
Cc1nn(-c2ccccc2)c2sc(C(=O)OCC(=O)N3CCCCC3)cc12	-6	89	91	93	1	93	88	93
CC(=O)c1cc(C#N)c(Oc2ccc(F)cc2)nc1C	6	108	96	106	0	102	108	119
COc1cccc(/C=C/C(=O)c2ccc3c(c2)OCO3)c1OC	18	94	94	83	15	119	97	75
C=CC[N+](C)(C)c1ccc(CCC(=O)CCc2ccc([N+](C)(C)CC=C)cc2)cc1	-10	91	95	123	0	115	103	99
Cc1cc2c3c([nH]c2cc1S(=O)(=O)NCCCOC(C)C)CC(C)(C)CC3=O	7	109	96	100	1	96	101	93
Cc1ccccc1-c1nnn(Cc2ccc(-c3nn[nH]n3)cc2)n1	16	108	99	101	1	108	94	102
Cc1nn(-c2ccccc2)c2c1C(=O)NC(=O)C(C)(C)C2	7	91	82	91	0	83	x	94
O=C(c1ccc(Br)o1)N1CCCc2ccccc21	-19	107	101	97	4	110	97	108
CC1(C)CC(=O)C=C(NCCN2CCN(C(=S)Nc3ccc(F)cc3)CC2)C1	8	u	u	u	0	u	u	87
NC(=S)N/N=C/c1c[nH]c2ccccc12	0	98	98	90	4	94	97	87
CC(=O)Nc1ccc(S(=O)(=O)Nc2ccc(F)c([N+](=O)[O-])c2)cc1	-1	100	101	106	2	102	98	106
CCOC(=O)c1cccc(NC(=O)C2CCCO2)c1 (stereo unspecified)	-3	97	97	98	0	93	102	100
CCOc1ccc(CCNC(=O)COC(=O)c2ccc(S(=O)(=O)N3CCCC3)cc2)cc1OCC	-11	112	102	112	0	101	104	90
O=C(O)c1cc(NC(=O)c2ccc([N+](=O)[O-])cc2)cc(NC(=O)c2ccc([N+](=O)[O-])cc2)c1	11	97	90	92	0	94	101	105
CC(Oc1ccc2ccccc2c1)C(=O)NNC(=O)Nc1ccccc1 (stereo unspecified)	-10	107	94	84	0	79	119	103
CC(NC(=O)OCc1ccccc1)C(=O)OCN1C(=O)c2ccccc2C1=O (stereo unspecified)	31	98	105	101	0	101	99	119
CCCc1ccc(-c2cc(NC(=O)CSc3nnc(N)s3)n(-c3ccccc3)n2)cc1	19	101	95	100	0	93	105	100
CCOc1cc(C(c2c(O)nc(SC)[nH]c2=O)c2c(O)nc(SC)[nH]c2=O)ccc1O	3	108	114	113	0	99	105	93
CN(C)c1ccc(C(=O)C(O)c2ccccc2)cc1 (stereo unspecified)	1	95	95	94	0	88	96	103
N#CCSc1nc2ccccc2c(=O)n1CC1CCCC1	2	110	92	94	2	107	93	100
O=C1NCC(O)=C1C=NCCCO	3	96	95	96	0	96	98	113
Cc1c(C(=O)O)cccc1-c1ccc(C=O)o1	23	108	106	104	11	103	103	98
Cc1nc([N+](=O)[O-])c(Br)n1Cc1ccccc1	1	85	101	92	4	99	94	105
Cc1cccc(N2CCN(C(=O)C3CCN(S(=O)(=O)c4cccnc4)CC3)CC2)c1C	-4	99	99	101	2	101	97	90
Cc1cccn2cc(-c3cccc(S(=O)(=O)N4CC(C)OC(C)C4)c3)nc12 (stereo unspecified)	4	101	100	96	1	94	101	98
CCOc1cc(/C=N/NC(=O)c2ccc3c(c2)OCCO3)cc(Br)c1O	14	99	101	92	0	96	102	103
Cc1c(NC(=O)c2ccc(COc3ccc4ccccc4c3)o2)c(=O)n(-c2ccccc2)n1C	10	103	99	93	4	107	98	103
O=C(COC(=O)Cn1cnc2ccccc2c1=O)Nc1ccc(Cl)cc1	0	102	106	109	0	101	115	103
CC(=O)N1CCc2cc(Br)cc(S(=O)(=O)N3CCC(C(=O)O)CC3)c21	9	102	89	89	5	94	91	90
COc1ccccc1NS(=O)(=O)c1cccc(C(=O)OCc2nc3ccccc3s2)c1	-19	106	108	104	0	98	103	98
O=c1cc(NCc2ccco2)c2ccccc2o1	5	100	101	99	2	102	101	91
Cn1c(SCc2ccc(F)cc2)nnc1-c1ccccn1	-8	94	88	71	0	89	90	112
Cc1cccc(C(=O)NCC(c2ccc(F)cc2)N2CCOCC2)c1 (stereo unspecified)	-17	108	98	102	1	106	96	82
COc1ccc(N(C(=O)c2ccncc2)S(=O)(=O)c2ccc(Cl)cc2)cc1	0	101	103	102	0	102	98	102
CCCn1c(SCC(=O)Nc2cccc(C)n2)nnc1C(C)C	2	97	89	85	0	86	94	122
CC1=[N+]([O-])C(C)(C)C(c2ccc(Br)cc2)=[N+]1[O-]	-14	97	95	98	4	95	98	117
CCCn1c(CCNC(=O)c2cccs2)nc2ccccc21	-2	104	102	106	0	103	98	84
COc1cccc(C(C(=O)NC(C)(C)C)N(C(=O)CCC(=O)Nc2cc(C)on2)C(C)C)c1OC (stereo unspecified)	7	97	102	x	1	88	101	92
CC(=O)c1ccc(-n2nnnc2SCC(=O)Nc2sc(C)c(C)c2C#N)cc1	-2	102	100	106	0	96	103	93
CC(=O)Nc1ccc(S(=O)(=O)N2CCC(=O)Nc3ccccc32)cc1	0	98	x	99	0	96	95	87
Cc1cc2oc(C(=O)Nc3c(C)n(C)n(-c4ccccc4)c3=O)c(C)c2cc1C	16	101	98	92	0	108	98	98
CN(C(=O)c1ccc(NC(=O)C2CCCN(C(=O)OC(C)(C)C)C2)cc1)C1CCCC1 (stereo unspecified)	-8	92	98	93	0	95	98	93

Full records as entered above. Values in the order: VLA-4 inh | MEP2 TOR yeast | AGP1-GFP MLPCN | CIT2 TOR yeast | GRK2 inh | LAP4-GFP MLPCN | RPL19A-GFP yeast | CR mimetic SO
Cc1cc2oc(C(=O)Nc3c(C)n(C)n(-c4ccccc4)c3=O)c(C)c2cc1C in the list: 16 | 101 | 98 | 92 | 0 | 108 | 98 | 98
O=c1cc(NCc2ccco2)c2ccccc2o1 in the list: 5 | 100 | 101 | 99 | 2 | 102 | 101 | 91

Next part
SMILES	VLA-4 inh	MEP2 TOR yeast	AGP1-GFP MLPCN	CIT2 TOR yeast	GRK2 inh	LAP4-GFP MLPCN	RPL19A-GFP yeast	CR mimetic SO
CN(C)S(=O)(=O)N(CC(=O)NCCSCc1ccccc1)c1ccccc1	12	111	104	104	0	106	99	106
O=[N+]([O-])c1ccc2nn(Cc3ccccc3)cc2c1	-1	101	84	79	0	112	103	106
CSc1nncc(/C(C)=N\Nc2cccc(C)c2)n1	-3	102	106	98	2	101	103	117
Cn1cc(C(=O)NCc2ccc(Cl)cc2)c(=O)c2cc(S(=O)(=O)N3CCOCC3)ccc21	-6	91	97	100	2	91	93	100
COc1cccc2cc(C(=O)NNC(=O)c3ccc(Br)cc3)c(=O)oc12	29	82[may fluoresce red]	90[may fluoresce red]	93[may fluoresce red]	0	u	u	105
Cc1ccc(S(=O)(=O)NCC(=O)OCC(=O)Nc2cccc(S(=O)(=O)NC3=NCCCCC3)c2)cc1	6	97	106	105	3	107	99	101
O=C(NC1=NCCS1)c1ccc(Cl)c(Cl)c1	18	114	94	97	0	98	106	99
CCOCCc1nn2c(=O)cc(CSCC(=O)Nc3ccccc3)nc2s1	7	116	100	114	0	88	106	80
CCCCCn1c(N2CCOCC2)nc2c1c(=O)n(CC(N)=O)c(=O)n2C	30	89	83	84	3	88	96	102
COc1cccc(COC(=O)c2c(C)nn(-c3ccccc3)c2Cl)c1OC	1	101	100	102	2	105	101	103
Cc1cccc(N2CCN(C(=O)CSCc3c(C)noc3C)CC2)c1C	-22	103	109	101	2	113	109	95
COc1ccc(N(C(=O)c2snc(C(N)=O)c2N)C(CC(C)C)C(=O)NCC2CCCO2)cc1 (stereo unspecified)	-7	100	96	98	1	89	97	95
O=C(NCCN1CCOCC1)c1cc(S(=O)(=O)NCCCN2CCCC2=O)ccc1Cl	11	101	102	102	0	105	101	105
COc1ccccc1C(=O)N(C)CC(=O)Nc1ccc(N2CCOCC2)cc1	0	99	98	87	1	103	97	110
O=C(Nc1cc(Cl)ccc1N1CCOCC1)c1cccnc1	0	106	94	92	1	103	103	102
CCOc1ccc(N2CC(C(=O)Nc3ccccc3C(=O)NC3CC3)CC2=O)cc1 (stereo unspecified)	-7	132	86	107	0	102	92	104
CC(=O)c1ccc(NC(=S)NCCc2cccc(Cl)c2)cc1	3	98	98	85	0	105	98	94
CCCC(C)NC(=O)c1ccc(F)cc1 (stereo unspecified)	3	87	103	114	1	99	103	80
Cc1ccc(CN=C(Nc2ccccc2)NC2CCCCC2)cc1	22	103	90	88	1	96	91	94
CCOC(=O)CCc1nc2ccccc2[nH]1	6	99	99	100	3	97	100	103
CC(C)(C)C(=O)Cn1c(=O)n(-c2ccc(F)cc2F)c(=O)c2sccc21	8	104	107	103	1	101	110	108
Nc1ncnc2nc(SCC(=O)N3CCN(c4ccccc4)CC3)[nH]c12	4	106	106	114	0	103	100	127
COc1ccc(OC)c(C2CC(c3c(-c4ccccc4)c4cc(Cl)ccc4[nH]c3=O)=NN2S(C)(=O)=O)c1 (stereo unspecified)	0	107	98	102	1	102	104	112
COc1cc(C(=O)Nc2nc(-c3cccs3)cs2)cc(OC)c1OC	-3	102	103	95	0	93	97	106
CC1(C)CC(N2CCN(CCO)CC2)=CC(=S)N1	31	108	101	107	2	95	101	117

Source: PubChem (NMMLSC)
